# Screening data (PubChem BioAssay)
# Furin inhibitor = blocks human furin protease activity; purified furin, fluorogenic substrate cleavage; inhibition, % at 30 µM; 220,000 compounds, 0.061% hits; AID 463115; in the data active = inhibition above about 25%; also: inactives centre near -15
# BaF3 parental = parental Ba/F3 viability inhibition as JAK2V617F counter-screen | CellTiter-Glo ATP luminescence | inhibition, % at 5.6 µM | 220,000 compounds, 1.1% hits;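 active = inhibition above a per-campaign cutoff, the mean inhibition of all tested compounds plus 3 SD, cut at about 27% in these data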;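 also: 0% = DMSO wells and 100% = JAK Inhibitor I control wells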
# PGE2 EP2 inh = inhibitors of human EP2 prostaglandin E2 receptor | P43116 | C6 glioma cells expressing human EP2, cAMP TR-FRET; cells stimulated with saturating PGE2 | inhibition, % at 25 µM | 260,000 compounds, 0.52% hits;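 active = percent inhibition above 40 after rounding to a whole number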;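 also: rat C6 glioma host cells with rolipram phosphodiesterase inhibitor present; the protocol text gives 20 µM as final concentration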
# Tb hexokinase = T. brucei hexokinase 1 inhibition; recombinant TbHK1, G6PDH-coupled NADH A340; 220,000 compounds, 0.11% hits; inhibition, % at 10 µM;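 active = inhibition of 50% or more in the single-dose primary screen; inactive = inhibition below 50%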
# p97 ATPase inh = blocks human p97 ATPase activity; P55072; recombinant p97 ATPase, Kinase-Glo ATP luminescence, 3 h; inhibition, % at 8 µM; 220,000 compounds, 0.42% hits; in the data active = inhibition above about 15%;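 also: 0% = DMSO vehicle and 100% = wells lacking enzyme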
# Target sequence (P55072 whole entry, looked up): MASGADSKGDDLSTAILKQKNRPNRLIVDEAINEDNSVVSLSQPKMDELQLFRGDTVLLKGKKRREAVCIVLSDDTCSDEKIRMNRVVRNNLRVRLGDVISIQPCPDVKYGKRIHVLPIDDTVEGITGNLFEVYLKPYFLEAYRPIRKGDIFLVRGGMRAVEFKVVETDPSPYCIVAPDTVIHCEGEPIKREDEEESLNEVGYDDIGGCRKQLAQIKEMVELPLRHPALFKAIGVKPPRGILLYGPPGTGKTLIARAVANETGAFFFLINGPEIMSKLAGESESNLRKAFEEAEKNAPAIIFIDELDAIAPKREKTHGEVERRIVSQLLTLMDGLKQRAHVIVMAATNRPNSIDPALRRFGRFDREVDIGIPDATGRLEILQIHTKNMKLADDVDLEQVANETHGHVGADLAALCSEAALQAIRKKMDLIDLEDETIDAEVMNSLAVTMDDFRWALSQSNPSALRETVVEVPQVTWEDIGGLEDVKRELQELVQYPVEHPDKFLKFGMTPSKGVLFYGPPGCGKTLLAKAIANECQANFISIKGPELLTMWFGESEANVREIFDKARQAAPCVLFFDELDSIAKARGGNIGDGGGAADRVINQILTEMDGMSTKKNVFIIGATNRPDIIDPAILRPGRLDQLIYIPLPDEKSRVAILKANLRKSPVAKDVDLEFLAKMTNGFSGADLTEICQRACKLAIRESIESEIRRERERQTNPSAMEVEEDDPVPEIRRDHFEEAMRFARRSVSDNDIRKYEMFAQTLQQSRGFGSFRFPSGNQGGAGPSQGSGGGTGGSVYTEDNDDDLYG
# Ba/F3 V617F tox = reduce viability of Ba/F3 cells dependent on JAK2V617F. inhibition, % at 5.6 µM. Ba/F3 EpoR-JAK2V617F viability, ATP luminescence. 220,000 compounds, 1.1% hits;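 active = inhibition above the campaign mean plus 3 SD over all tested compounds, cut at about 24% in these data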;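 also: cytokine-independent growth of Ba/F3 cells driven by EpoR plus mutant JAK2; 0% = DMSO-treated cells and 100% = JAK inhibitor I control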
# RBBP9 inh = blocks human serine hydrolase RBBP9; O75884; recombinant RBBP9, FP-Rh probe fluorescence polarization; inhibition, % at 7.94 µM; 220,000 compounds, 0.2% hits;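 active = inhibition above the campaign mean of all tested compounds plus 3 SD, cut at about 14% in these data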;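 also: plate controls were DMSO wells with RBBP9 for no effect and wells lacking RBBP9 protein for full effect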
# Target sequence (O75884 whole entry, looked up): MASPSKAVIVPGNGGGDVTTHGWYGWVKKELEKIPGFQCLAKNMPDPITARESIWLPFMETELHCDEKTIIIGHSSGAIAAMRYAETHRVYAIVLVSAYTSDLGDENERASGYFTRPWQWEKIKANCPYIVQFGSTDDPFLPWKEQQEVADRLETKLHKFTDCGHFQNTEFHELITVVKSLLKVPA
#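 Test system: recombinant human RBBP9; Timing: 30 min then 45 min, 25 °C; Detection: fluorescence polarization; Control set: RBBP9 with DMSO as uninhibited control, no-protein wells as full inhibition; Compound dosing: one concentration, 7.94 µM nominal, 0.794% DMSO; Probe or stimulus: FP-Rh activity-based probe, 375 nM before mixing.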
# NCF1 inh = blocks human p47phox regulatory protein of NADPH oxidases. P14598. p47phox/p22phox peptide binding, fluorescence polarization, 2 h. inhibition, % at 24.7 µM. 220,000 compounds, 0.53% hits. AID 1274;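 active = inhibition above about 30%, limit read from the data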;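 also: 0% = p47phox with labelled peptide and 100% = labelled peptide alone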
# PPC-1+TRAIL kill = compounds killing PPC-1 cancer cells with TRAIL present (potentiator screen, no TRAIL-free arm). 220,000 compounds, 0.41% hits. PPC-1 cells + TRAIL, ATPLite viability luminescence. cell killing (% activity), % at 4 µM;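 active = cell killing above 50% in the first pass at 4 µM, then a duplicate retest at 5 µM averaging 50% or more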;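 also: plate controls were cells with TRAIL plus DMSO for no effect and medium-only wells lacking cells for full effect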
# The depositor's hits bear a star; · = not tested or not shown; & = joins results of further samples; [ ] = dose if it differs, or a comment. This is a subset; count on the stated rates, not on these rows.
SMILES,Furin inhibitor,BaF3 parental,PGE2 EP2 inh,Tb hexokinase,p97 ATPase inh,Ba/F3 V617F tox,RBBP9 inh,NCF1 inh,PPC-1+TRAIL kill
CS(=O)(=O)N(CC(=O)NCc1ccco1)c1cccc([N+](=O)[O-])c1,-27,9,10,0,3,0,-11,-8,5
Cc1nccc(-c2cccc(N/N=C(\C#N)C(=O)c3ccccc3)c2)n1,-12,1,7,-36,-2,8,1,-14,16
CC1(N2CCOCC2)CC2(O)C(=[N+]1[O-])CCc1c2no[n+]1[O-] (stereo not given),-19,5,1,-36,1,0,-3,-12,1
O=C(N/N=C/c1ccc([N+](=O)[O-])o1)c1cccc(S(=O)(=O)N2CCOCC2)c1,-5,8,5,-5,-1,5,1,2,11
COc1cccc(CNCCNC(=O)c2nonc2N)c1,-17[20 µM],-1,9,1,0,-1,1,-3,7
Cc1ccc(S(=O)(=O)CNC(=S)c2ccc3ccccc3c2)cc1,-12[20 µM],4,5,-5,5,0,2,-10,22
CC(C)N1CCN(Cc2ccc(OCc3ccccc3)cc2)CC1CCO (stereo not given),-22,6,12,3,4,0,4,3,6
CC(C)Oc1ccc(C2CC(=O)NC3=C2C(=O)CCC3)cc1 (stereo not given),-21,4,7,-4,-1,0,-3,-10,4
Cc1ccsc1C(=O)OCc1csc(-c2ccccc2)n1,-24,5,11,1,-1,3,-1,-5,7
C=C(C)Cn1c(NCCOC)nc2c1c(=O)[nH]c(=O)n2C,-24[20 µM],0,11&8,4,2,-4,1,-9,7

# An excerpt from above in order of the Tb hexokinase value, falling.
Structure	Furin inhibitor	Tb hexokinase	p97 ATPase inh	RBBP9 inh	NCF1 inh
COc1cccc(CNCCNC(=O)c2nonc2N)c1	-17[20 µM]	1	0	1	-3
CS(=O)(=O)N(CC(=O)NCc1ccco1)c1cccc([N+](=O)[O-])c1	-27	0	3	-11	-8
Cc1nccc(-c2cccc(N/N=C(\C#N)C(=O)c3ccccc3)c2)n1	-12	-36	-2	1	-14

# (next part)
SMILES,Furin inhibitor,BaF3 parental,PGE2 EP2 inh,Tb hexokinase,p97 ATPase inh,Ba/F3 V617F tox,RBBP9 inh,NCF1 inh,PPC-1+TRAIL kill
Cc1cc(C)c2nc(N3CCCC3)c(C#N)cc2c1,-15,3,10&9,1,1,-2,-13,-10,7
O=C(CNCc1ccccn1)N1CCc2ccccc2C1,-18,0,4,8,0,-3,-1,-3,11
CCOc1ccc2[nH]c(=O)c(C(c3nnnn3Cc3ccco3)N3CCN(C)CC3)cc2c1 (stereo not given),-31,4,7,-5,0,2,-7,-4,·
CCOc1ccc(N(CC(=O)Nc2cccnc2)S(C)(=O)=O)cc1,-15,5,6&8,0,8,-4,-2,-5,3
Cc1occc1C(=O)Nc1nnc(-c2ccncc2)s1,-20,1,5,-20,4,-2,8,2,-21
Cc1cc(N)n(-c2ccc(Oc3ccccc3)c(S(=O)(=O)O)c2)n1,-11,8,7,17,6,-3,-4,-11,-21
Cc1nn(CC(=O)NCc2ccccc2)c(C)c1[N+](=O)[O-],-19,5,0,2,7,-4,-4,-4,21
Cc1c(C(=O)CN2CCOCC2)[nH]c2ccccc12,2,2,12,-17,5,-1,-2,-2,33
COc1ccc(-c2ccc(OC)c([C@H]3[C@@H]4C=CCC[C@@]4(C)C(=O)N3Cc3ccccc3)c2)cc1OC,5,·,20,-6,·,·,·,-2,12
CC(=O)Nc1ccc(N2S(=O)(=O)c3ccccc3S2(=O)=O)cc1,-9,1,9,-1,0,0,-6,4,7

# Sorted by heavy-atom count (ascending): some entries from above
SMILES,Furin inhibitor,BaF3 parental,PGE2 EP2 inh,Tb hexokinase,p97 ATPase inh,Ba/F3 V617F tox,RBBP9 inh,NCF1 inh,PPC-1+TRAIL kill
Cc1c(C(=O)CN2CCOCC2)[nH]c2ccccc12,2,2,12,-17,5,-1,-2,-2,33
O=C(CNCc1ccccn1)N1CCc2ccccc2C1,-18,0,4,8,0,-3,-1,-3,11
CC(=O)Nc1ccc(N2S(=O)(=O)c3ccccc3S2(=O)=O)cc1,-9,1,9,-1,0,0,-6,4,7
CCOc1ccc2[nH]c(=O)c(C(c3nnnn3Cc3ccco3)N3CCN(C)CC3)cc2c1 (stereo not given),-31,4,7,-5,0,2,-7,-4,·
COc1ccc(-c2ccc(OC)c([C@H]3[C@@H]4C=CCC[C@@]4(C)C(=O)N3Cc3ccccc3)c2)cc1OC,5,·,20,-6,·,·,·,-2,12

# (continued)
SMILES,Furin inhibitor,BaF3 parental,PGE2 EP2 inh,Tb hexokinase,p97 ATPase inh,Ba/F3 V617F tox,RBBP9 inh,NCF1 inh,PPC-1+TRAIL kill
Cc1cc(/C=C(/C#N)c2nc3ccccc3[nH]2)c(C)n1-c1cc(C(=O)O)cc(C(=O)O)c1,-12,11,6,-22,17*,-3,-4,-15,-1
Cc1ccccc1Oc1nc2c(C)cccn2c(=O)c1/C=C(\C#N)C(=O)Nc1c(C)n(C)n(-c2ccccc2)c1=O,1,6,8,-13,-1,2,-5,-9,7
COCCn1cnc2c(c1=O)c1nc3ccccc3nc1n2/N=C/c1ccco1,-18,-1,8,-17,6,0,2,-27,-1
Cc1ccc(C(=O)C(=S)N2CCOCC2)cc1,-17,2,10,21,3,-2,-8,-11,10
CCn1c(CNc2ccc(Cl)cc2)nnc1SCCN1CCCCC1,-24[20 µM],3,10,13,-3,-2,-5,-12,25
N#Cc1c(N)nc2c(c1N)CC(C(F)(F)F)O2 (stereo not given),-17,3,1,5,5,0,4,-15,0
CSCC[C@@H](C(=O)O)N1Cc2ccccc2C1=O,-13,·,2,-7,·,·,·,2,14
Cc1ccccc1Cn1cc(NC(=O)COc2ccccc2)cn1,-11[20 µM],7,16,0,-4,2,0,-6,12
CC(=O)Nc1ccc(S(=O)(=O)N2CCN(c3cc(C(F)(F)F)ccn3)CC2)cc1,-16,1,18,-12,6,-4,-1,-7,0
Cc1nc2c(cc(Oc3ccc(S(=O)(=O)N4CCOCC4)cn3)c3ccsc32)s1,-24,11,19,-12,2,0,-8,-37,15
CC(C)CNC(=O)CC(=O)NN=C1CCCC1,-7,0,6,-1,-6,0,-7,-2,28
COc1cc(C(=O)Nc2c(C)cc(C)cc2C)c(-n2cnnn2)cc1OC,-14,1,2,-2,-3,1,-7,-11,9
C/C(CC(=O)NC1CCCCC1)=N\NC(=O)Cc1ccc(-c2ccccc2)cc1,-26,-3,3,-13,9,-4,-3,-3,-2
CCCCc1ccc(NC2=NCC(=O)N2CCc2ccccc2)cc1,-19,6,12,4,1,-2,-8,-11,-6
C/C=C/c1ccccc1OCc1ccc(C(=O)OC)o1,-13[20 µM],3,6,-3,-2,-1,-10,-4,-1
COc1ccc(OC)c(N2C(=O)CC(Cc3ccc(C)cc3)C2=O)c1 (stereo not given),-16[20 µM],5,16,6,-5,4,-6,-9,19
C/C(=N\NC(=O)CC(C)C)c1ccc(N2CCCCC2)cc1,1,10,8,18,1,0,-4,-22,34
O=C1CCCN1CCCNCC(=O)N1c2ccccc2Sc2ccccc21,-13[20 µM],2,12,-14,-3,0,-9,-4,19
CCS(=O)(=O)N1CCC(C(=O)OCC(=O)c2ccc(Br)cc2)CC1,-16,5,12,2,-7,2,-5,·,·
Cc1cc(C(=O)Cn2cncn2)c(C)n1CCc1ccc(F)cc1,-14[20 µM],11,9,-7,2,0,0,-8,-10
CCOC(=O)CN1C(=O)COc2ccc(C(C)(C)C)cc21,-27,9,7,5,-5,-1,2,-11,-12
CCOc1cc(S(=O)(=O)Nc2ccc(Cl)cn2)ccc1F,-9[20 µM],2,13,2,6,0,7,-10,-12
COc1ccc(-c2[nH]c(-c3cccc(OC)c3)nc2SCC(=O)NCc2ccco2)cc1,-29,4,5,-7,-6,3,-4,-22,18
Cc1ccnc(NC(=O)c2ccc(Cl)c([N+](=O)[O-])c2)c1,-13,6,8,-6,-1,2,3,2,25
CCOc1ccccc1N(CC(=O)Nc1ccc2c(c1)OCCO2)S(C)(=O)=O,-13,5,24&17,4,5,1,-4,0,17
Cc1ccccc1Cn1c2ccccc2c2cnn(CC(=O)N3CCN(c4ccccc4)CC3)c(=O)c21,-20,10,8,-20,-7,3,-10,-8,-35
Cc1cc(C)nc(NC(=O)Cc2ccc(Br)cc2)n1,-14,11,5,5,-1,7,0,0,-3
O=C(C(Cc1ccccc1)N1C(=O)C2C3C=CC(C3)C2C1=O)N1CCCCCC1 (stereo not given),-21[20 µM],0,21,-4,-2,-2,-12,1,-3
Cn1c(=O)c2c(nc(Br)n2Cc2nnc(N)s2)n(C)c1=O,-10,-4,5,-3,4,0,5,-3,16
Cn1nc(-c2ccc(C(=O)Nc3ccc(F)cc3)cc2)c2ccccc2c1=O,-31,8,9,0,2,0,0,-18,15
O=C(O)c1cc(S(=O)(=O)N2CCOCC2)ccc1N1CCOCC1,-19[20 µM],-2,12,-11,-1,-2,0,-2,16
O=C(NCc1ccco1)c1ccc(-c2ccc(Cl)cc2)o1,-35,8,8&5,-1,0,0,-9,-8,14
Cc1cccc(NC(=O)CCSc2ccccc2)c1C,-22,1,11,1,6,-3,-2,-9,7
Cc1ccc2c(Cl)c(C(=O)Nc3cccnc3)sc2c1,-16,8,12,11,-7,3,-5,-14,31
O=C(c1ccc(-c2ccccc2)cc1)N1CCN(c2ncccn2)CC1,-6[20 µM],1,15,0,3,4,2,8,17
CCN(CC)S(=O)(=O)c1ccc(NC(=O)Cn2cnc3ccccc3c2=O)cc1,-6[20 µM],2,8,2,4,-2,-8,-7,-12
Cn1c(=O)c2c(nc(N3CCc4ccccc4C3)n2C)n(C)c1=O,-10,4,1,-5,5,1,5,-10,11
CCOC(=O)C(=O)Nc1nnc(C2CCCCC2)s1,-20[20 µM],4,8,-5,2,1,1,28,20
CC1CCC(NC(=O)Cn2c3c(c(-c4ccccc4Cl)cc2=O)CCC3)CC1 (stereo not given),-17,4,8,-4,6,-3,-3,-12,1
O=S(=O)(Nc1cccnc1)c1cccc(Cl)c1,-9[20 µM],5,2,-5,-5,-1,-10,-4,-1
Cc1cc(C)c2c(-n3cccc3)c(C(=O)NNS(=O)(=O)c3ccc(F)cc3)sc2n1,-11[20 µM],-3,6,-6,-4,-5,-5,-1,10
CNC(=S)N/N=C/c1cccc(OCc2ccccc2F)c1,3,9,10,28,4,1,1,4,45
Cc1ccc(Cn2ccc(O)c(Cc3ccccc3)c2=O)cc1,-16,12,4,-3,0,2,-1,-13,6

# Pulled by compound from the list above, 2 records:
SMILES,Furin inhibitor,BaF3 parental,PGE2 EP2 inh,Tb hexokinase,p97 ATPase inh,Ba/F3 V617F tox,RBBP9 inh,NCF1 inh,PPC-1+TRAIL kill
O=C(NCc1ccco1)c1ccc(-c2ccc(Cl)cc2)o1,-35,8,8&5,-1,0,0,-9,-8,14
O=C(O)c1cc(S(=O)(=O)N2CCOCC2)ccc1N1CCOCC1,-19[20 µM],-2,12,-11,-1,-2,0,-2,16
